Screening data from PubChem BioAssay.
Mito fusion yeast: blocks mitochondrial division or promotes mitochondrial fusion; S. cerevisiae fusion-defective mutant growth rescue, CellTiterGlo 48 h; Potency, µM (top dose mostly 46.1 µM), for inactives: at the highest dose growth rescue (activation), hits mostly activators; hit rate 0.23% among 320,000; AID 485298;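 note: potency is the fitted concentration of half-maximal effect; % of control where 0% means no effect; nearly all actives have a fitted effect of over 45% in size; temperature-sensitive fusion mutants such as fzo1-1 at 37 °C on non-fermentable ethanol glycerol medium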
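Luminescent cell viability in 1536-well qHTS format served as the measure of rescued growth in ts fusion-mutant S. cerevisiae cultured on non-fermentable YPEG for 48 hours at 37C.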
ELG1 DNA repair: inhibitors of ELG1-dependent DNA repair in HEK293T cells | HEK293T ELG1-luciferase reporter, luminescence, 16 h; DNA damage induced by 5-fluorouridine | Potency, µM (titrated, usually from 46.1 µM), without a hit: at the highest dose activity change, negative = inhibition, most hits filed as inhibitors | hit rate 2.3% among 330,000; note: potency is the fitted concentration of half-maximal effect; % is set by controls: 0 for no effect and ±100 for the full control effect; nearly all actives have a fitted effect of over 55% in size
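5-Fluorouridine DNA damage + compound/DMSO, 2,000 cells/well, 16 h, 37 °C/5% CO2. ONE-Glo, 30 min RT, luminescence. Readout = decrease in reporter signal.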
KCNH2 3.1 inh: blocks the human KCNH2 3.1 channel isoform | U2OS KCNH2 3.1, thallium flux FluxOr; stronger effect = lower value | hit rate 0.95% among 340,000 | AID 720553 | activity change, % (tested at about 1.8 µM);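 active = maximum activity change below -70%; inconclusive = maximum activity change from -70% to -50%; inactive = maximum activity change above -50%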;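 note: thallium influx rate constant from kinetic fluorescence after stimulation buffer; % is set by controls: 0 for no effect and ±100 for the full control effect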
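Measured as rate of thallium-driven FluxOr signal in transduced U2OS cells carrying the 3.1 channel, read kinetically for 2 min upon stimulation; values are rate constants scaled to DMSO control wells.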
TRPV1 agonist: activates the human vanilloid receptor TRPV1. Q8NER1. TRPV1-expressing cells, Fluo-8 calcium influx, agonist mode. activation, % at 8.33 µM. hit rate 0.19% among 320,000; in the data active = activation above about 80%; inconclusive = between about 30% and that limit; note: 0% is about no effect
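Fluo-8 calcium influx in TRPV1-expressing cells, kinetic read (ex 480/em 520 nm). Compound added and read 3 min for agonist activity, followed by capsaicin at EC20 final and 2 min further read for enhancement.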
Eya2 phos inh: blocks the phosphatase activity of human Eya2; O00167; recombinant Eya2, OMFP fluorescence dephosphorylation (OMFP is methylfluorescein phosphate); Potency, µM (series often up to 76.9 µM), for the others: at the top dose activity, negative = inhibition, most hits filed as inhibitors; hit rate 0.006% among 330,000; note: potency is the fitted concentration of half-maximal effect; % is set by controls: 0 for no effect and ±100 for the full control effect
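Eya2 (0.2 uM) preincubated 10 min at ambient with compound, then OMFP substrate added at 50 uM; 10 min reaction in 50 mM HEPES pH 7.5, 50 mM NaCl, 5 uM MgCl2, 0.05% BSA, 1 mM DTT. Fluorescence read at Ex 485/Em 525 nm.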
A-T KAP1 phos: potential ataxia-telangiectasia treatment; AID 485349; […] A-T fibroblasts, KAP-1 phosphorylation AlphaLISA; neocarzinostatin DNA damage 30 min before lysis; Potency, µM (titrated, usually from 57.5 µM), for inactives: top-dose activation, usual class: activators; hit rate 0.19% among 320,000; note: potency is the fitted concentration of half-maximal effect; % of control where 0% means no effect; nearly all actives have a fitted effect of over 45% in size
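hTERT-immortalized A-T patient fibroblasts ([…]), 500 cells/well in OPTI-MEM, 1% FBS, got compounds for 60 min, then NCS for 30 min at 37C. Lysates were then assayed for phospho-KAP-1 by AlphaLISA (anti-pKAP1 donor, anti-KAP1 acceptor beads), 6 hr at 25C.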
USP2a inh: USP2a (human) protease inhibition; O75604; USP2 core, Ub-CHOP2 coupled fluorogenic reporter, 485/531; Potency, µM (titrated, usually from 38.3 µM), without a hit: at the top dose activity change, negative = inhibition, actives largely listed as inhibitors; hit rate 0.01% among 330,000;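 note: potency is the fitted concentration of half-maximal effect; plate controls were DMSO wells for no effect and full inhibition by NEM control for full effect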
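Cell-free coupled assay: 10nM USP2 core preincubated 30min RT with compound in Tris-HCl pH 8.0/CaCl2/CHAPS buffer, then 25nM Ub-CHOP2 and 25nM reporter substrate; fluorescence (Ex 485/Em 531) read after 60min RT, normalized to NEM inhibition, concentration-response curves fitted.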
TSHR antagonist: antagonists of human thyroid stimulating hormone receptor; P16473; TSHR-expressing cells, TSH-stimulated cAMP HTRF, 2 h; stronger effect = lower value; activity change, negative = inhibition, % at 11.5 µM; hit rate 0.2% among 330,000; AID 504810;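 active = activity change below a set negative limit, meaning inhibition stronger than a set level, cut at about -70% in these data; inconclusive = activity change between two set negative limits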; note: % is set by controls: 0 for no effect and ±100 for the full control effect
Target sequence (P16473 whole entry, looked up): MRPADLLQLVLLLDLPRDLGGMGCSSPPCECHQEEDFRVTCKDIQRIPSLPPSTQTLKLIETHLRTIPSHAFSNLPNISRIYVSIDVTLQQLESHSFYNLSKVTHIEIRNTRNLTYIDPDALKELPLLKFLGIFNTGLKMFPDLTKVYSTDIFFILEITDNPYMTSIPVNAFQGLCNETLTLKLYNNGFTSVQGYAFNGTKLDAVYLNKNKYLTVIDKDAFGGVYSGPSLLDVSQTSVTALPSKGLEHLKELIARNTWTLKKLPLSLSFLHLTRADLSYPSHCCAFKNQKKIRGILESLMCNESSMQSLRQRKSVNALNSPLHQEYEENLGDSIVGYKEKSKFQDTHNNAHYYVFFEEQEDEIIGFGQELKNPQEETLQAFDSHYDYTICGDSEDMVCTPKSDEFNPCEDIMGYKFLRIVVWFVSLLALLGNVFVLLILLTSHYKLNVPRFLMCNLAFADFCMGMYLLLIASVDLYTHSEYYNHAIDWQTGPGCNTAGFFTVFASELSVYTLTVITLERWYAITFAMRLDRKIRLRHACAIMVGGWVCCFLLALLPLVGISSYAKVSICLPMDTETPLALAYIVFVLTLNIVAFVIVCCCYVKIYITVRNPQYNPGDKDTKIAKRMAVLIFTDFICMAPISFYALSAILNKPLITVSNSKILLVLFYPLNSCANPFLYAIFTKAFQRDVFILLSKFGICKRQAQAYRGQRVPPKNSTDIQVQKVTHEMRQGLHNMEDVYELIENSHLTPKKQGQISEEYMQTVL
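TSHR-expressing cells, 200/well, pre-treated with compound, then stimulated with EC80 TSH (4nM final) for 2 hours at 37 deg C. cAMP measured by competitive HTRF: anti-cAMP cryptate antibody in lysis buffer plus cAMP-d2, read after 30 minutes at room temperature.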
TCR act: T cell receptor activation; primary human leukocytes, anti-CD3, IL-2 HTRF, 48 h; Potency, µM (titrated, usually from 9.22 µM), inactives show at the top dose activation of IL-2 secretion, actives largely listed as activators; 330,000 tested, under 10 active; note: % of control where 0% means no effect
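HTRF read-out of IL-2 secretion: europium cryptate donor excited at 320nm, d2 acceptor emission at 665nm. Cells were primary human leukocytes incubated 48 hr with compounds and a-CD3 beads, supplying TCR signal only.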
KCNH2 WT inh: blocks the wildtype human KCNH2 potassium channel; hit rate 0.37% among 340,000; activity change, % at 1.84 µM; U2OS, BacMam KCNH2, thallium flux FluxOr; stronger effect = lower value; AID 720551; Q12809;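 active = maximum activity change below -70%; inconclusive = maximum activity change between -70% and -50%; inactive = maximum activity change above -50%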; note: % is set by controls: 0 for no effect and ±100 for the full control effect
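U2OS cells transduced with wild-type KCNH2 virus are loaded with FluxOr dye for 45 min, and thallium flux is measured in kinetic reads before and after stimulation buffer. Rate constants are normalized to DMSO controls.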
An asterisk follows results filed as active; ? = inconclusive; nt = no result given; & = joins results of further samples; [ ] = dose if it differs, or a comment. Unless noted, calls come from the whole dose curve; as a rule, active = well fitted curve in the direction sought with a large enough effect; inconclusive = small, poorly fitted or top-dose-only effect, or another doubt; inactive = no such curve, though single readings can be large; an effect the other way counts as inactive or inconclusive. Not all compounds are listed, so the mix of outcomes need not match the whole.

The line under a structure holds: Mito fusion yeast	ELG1 DNA repair	KCNH2 3.1 inh	TRPV1 agonist	Eya2 phos inh	A-T KAP1 phos	USP2a inh	TSHR antagonist	TCR act	KCNH2 WT inh
> COc1ccc(/C=C(\C#N)C(=O)OCC(=O)NCc2ccccc2OC)cc1
→ 2%	0%	0	-9	-9%	nt	-1%	3	-7%	-2
> COc1cc(CN2CCN(Cc3cn(C)c4ccccc34)CC2CCO)cc(OC)c1 (configuration not stated)
→ -10%	0%	-24	2	?	-3%	1%	-12	3%	8
> CCOC(=O)c1c(CN(C)C)oc2cc(CN(C)C)c(O)c(CSc3ccccc3)c12
→ -5%	-19%	7	-1	3%	-9%	-6%	11	5%	9
> Cc1ccc(-c2nnc(NC(=O)CCS(=O)(=O)c3ccccc3)o2)c(C)c1
→ 5%	?	4	0	-12%	-1%	-1%	0	6%	-2
> Cc1c(OC(C)C(=O)NCC2CCC(C(=O)O)CC2)ccc2c1oc(=O)c1ccccc12 (configuration not stated)
→ 0%	?	7	1	-7%	-4%	0%	-7	0%	-2
> CC(C)/C=N/Nc1nc(-c2ccc(Br)cc2)cs1
→ nt	?	1	-4	9%	2%	1%	9	-1%[46.1 µM]	3
> Cc1nnc(SCC(=O)Nc2ncc3c(n2)CCCC3=O)s1
→ 2%	?	-3	0	-1%	2%	3%	2	0%	5
> Cc1ccc(S(=O)(=O)c2nc(-c3ccco3)oc2NCC2CCCO2)cc1 (configuration not stated)
→ 4%	-12%	2	2	4%	4%	1%	-7	0%[46.1 µM]	-2
> Cc1ccc2c(c1)NC(=O)C(CC(=O)NCc1cccnc1)O2 (configuration not stated)
→ -3%	5%	-5	1	-11%	3%	-2%	-7	17%	-15
> COc1ccc(NC(=O)N(C)C[C@H]2Oc3ccc(NC(=O)NC4CCCCC4)cc3C(=O)N([C@H](C)CO)C[C@@H]2C)cc1
→ nt	25%	-8	nt	16%	4%	5%	14	0%	-10
> C/C(=N\NC(=O)c1ccc(O)cc1)c1ccc2c(c1)Nc1ccccc1S2
→ 2%	?	nt	29	-1%	0%	0%	-19	10%[46.1 µM]	-18
> CCOc1ccc(NC(=O)COc2coc(CN3CCc4ccccc4C3)cc2=O)cc1
→ 6%	?	-5	-4	-2%	-12%	-1%	8	3%	-3
> CCCN1C(=O)C2C(C(=O)Nc3cccc(OC)c3)C3C=CC2(O3)C1C(=O)NC1CCCCC1 (configuration not stated)
→ 0%	1%	21	-1	5%	0%	-1%	4	7%	11
> O=P(O)(O)COc1ccccc1P(=O)(c1ccccc1)c1ccccc1
→ -2%	0%	6	-6	17%	1%	0%	4	4%	9
> COc1cc(/C=C/c2[nH]c(=O)[nH]c(=O)c2[N+](=O)[O-])cc(OC)c1O
→ 0%	-2%	-6	1	2%	-1%	2%	5	nt	6
> COc1cc(C2C(C(N)=O)=C(C)Nc3nc(CCCO)nn32)cc(OC)c1OC (configuration not stated)
→ 1%	-3%	12	-2	8%	0%	2%	-1	-3%	-15
> Cc1c(C(=O)NCc2ccccn2)oc2ccc(S(=O)(=O)N3CCC4(CC3)OCCO4)cc12
→ 3%	?	1	6	4%	-1%	-1%	-33	6%	nt
> CC(=O)N1CCN(C(=O)c2ccc(-n3c(C)ccc3C)cc2)CC1
→ -1%	3%	1	-3	-4%	-7%	2%	1	-2%[46.1 µM]	-6
> CCOC(=O)N/N=C/c1cn(CCCOc2ccc(C)cc2)c2ccccc12
→ ?	-2%	-23	25	-4%	0%	2%	-8	3%[46.1 µM]	-7
> COCCN1C(=S)N[C@@H](c2cccc(F)c2)C(C(=O)OC)=C1C
→ -21%&-13%	17%	nt	3&2	-1%&9%	-3%&0%	1%&0%	-6&3	nt	nt
> COc1ccc(NC(=O)c2ccccc2-c2ccccc2)cc1
→ -1%	-4%	0	4	7%	-3%	-1%	-5	0%	1
> N#Cc1c(-c2ccncc2)c2c([nH]c1=S)CCCC2
→ -1%	?	0	-1	2%	-1%	-2%	0	4%	13
> Cc1ccc2cc(CCNC(=O)C(=O)c3c(C)[nH]c4ccccc34)c(=O)[nH]c2c1
→ 4%	-10%	-3	-1	-7%	-1%	0%	0	9%	13
> CC(=O)c1ccc(Cl)c(Cl)c1Cl
→ -7%	4%	0	1	13%	0%	0%	3	-7%	-2
> COc1ccc(C(=O)Oc2cc(OC)cc(OC)c2C(C)=O)cc1
→ 22%	4%	-5	9	2%	9%	3%	-3	-7%	-1
> O=C(NCC(=O)N1CC=C(c2ccccc2)CC1)c1ccco1
→ -4%	?	20	-4	0%	0%	0%	-8	0%	-14
> COc1ccc(-n2c(O)c(C=NC3CC3)c(=O)[nH]c2=O)cc1
→ -1%	-4%	-2	-1	19%	3%	1%	2	11%	-2
> O=C(Nc1cccc(S(=O)(=O)N2CCCCC2)c1)c1ccc([N+](=O)[O-])o1
→ 9%	?	-14	6	-12%	29%	1%	-13	4%	14
> COc1ccc(-n2c(-c3ccccc3)nnc2-c2ccc(Cl)cc2)cc1
→ -4%	2%	1	10	-14%	nt	1%	0	-1%	-3
> COc1cc(C(=O)Nc2scc(-c3ccccc3)c2C(=O)O)cc(OC)c1OC
→ 1%	2%	1	2	-27%	-6%	2%	-8	0%	3
> Cc1ccccc1OCC(=O)OCC(=O)c1ccc(OCc2ccccc2)cc1
→ 3%	?	-1	-1	3%	nt	1%	12	-1%[46.1 µM]	nt
> O=C(COc1ccccc1Cl)Nc1ccccc1C(=O)Nc1cccc(C(=O)O)c1
→ -1%	?	0	1	13%	11%	2%	-4	3%	-5
> O=C(NCc1nnc(SCC(=O)N2CCOCC2)o1)c1c(F)cccc1F
→ 1%	-7%	10	2	9%	7%	0%	-2	5%	-3
> COc1ccccc1-n1c(CNC(=O)c2cccc([N+](=O)[O-])c2C)n[nH]c1=S
→ 0%	-10%	1	-2	-11%	-2%	-1%	9	nt	-12
> COCCn1cc(C(=O)c2ccccc2OCC(=O)Nc2cc(C)on2)cc(C#N)c1=O
→ -1%	-5%	4	-7	-21%	-5%	-4%	0	2%	13
> COc1ccc(C(=O)NNC(=O)c2ccc3ccccc3n2)cc1
→ 15%	?	-1	?	-8%	1%	-2%	-9	9%	-5
> O=S(=O)(Nc1ccc(Cl)cc1)c1ccc(N2CCOCC2)c(NC(=S)NC2CC2)c1
→ 9%	-3%	-4	5	-6%	3%	4%	-1	-4%	-3
> CN(C)S(=O)(=O)c1cccc(CNCC2COc3ccccc3O2)c1 (configuration not stated)
→ 7%	?	3	7	12%	19%	3%	3	6%	1
> COCCn1c(SCC(=O)NCC2CCCO2)nc2c(c1=O)SCC2 (configuration not stated)
→ 3%	8%	-7	-4	6%	-4%	1%	2	-7%	25
> Cc1cc(C)nc(NS(=O)(=O)c2ccc(NC(=O)CCC3COc4ccccc4O3)cc2)n1 (configuration not stated)
→ -1%	19%	-1	-12	4%	-7%	1%	-9	4%	-5

The last 2 compounds of the part above are carried over, then new ones follow:
The line under a structure holds: Mito fusion yeast	ELG1 DNA repair	KCNH2 3.1 inh	TRPV1 agonist	Eya2 phos inh	A-T KAP1 phos	USP2a inh	TSHR antagonist	TCR act	KCNH2 WT inh
> COCCn1c(SCC(=O)NCC2CCCO2)nc2c(c1=O)SCC2 (configuration not stated)
→ 3%	8%	-7	-4	6%	-4%	1%	2	-7%	25
> Cc1cc(C)nc(NS(=O)(=O)c2ccc(NC(=O)CCC3COc4ccccc4O3)cc2)n1 (configuration not stated)
→ -1%	19%	-1	-12	4%	-7%	1%	-9	4%	-5
> Cc1ccc(CNCC2CCCO2)s1 (configuration not stated)
→ -1%	15%	4	0	5%	-5%	10%	20	-5%	-11
> Cc1ccccc1NC(=O)c1ccccc1NC(=O)CCC(=O)O
→ -5%	-3%	-2	1	-3%	12%	4%	13	2%[46.1 µM]	3
> COC(=O)Cn1c(C(=O)N2CCCC2)cc2c1C[C@H]1CN(C(=O)c3ccccc3)[C@@](Cc3ccc(F)cc3)(C(=O)OC)[C@@H]21
→ 2%	-6%	-20	4	-9%	-12%	3%	33	2%	-3
> CC1CCCC(NC(=O)COC(=O)CCC(=O)c2ccc(F)cc2)C1C (configuration not stated)
→ nt	?	12	nt	3%	-3%	2%	2	5%[46.1 µM]	-1
